# Mtb FBA inh: inhibitors of M. tuberculosis fructose-bisphosphate aldolase; purified M. tuberculosis FBA, fluorescence read-out; P9WQA3; 360,000 compounds, 2.3% hits; inhibition, % at 1 µM; in the data active = inhibition above about 27%;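 also: 0% = vehicle and 100% = reference inhibitor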
# Target sequence (P9WQA3 whole entry, looked up): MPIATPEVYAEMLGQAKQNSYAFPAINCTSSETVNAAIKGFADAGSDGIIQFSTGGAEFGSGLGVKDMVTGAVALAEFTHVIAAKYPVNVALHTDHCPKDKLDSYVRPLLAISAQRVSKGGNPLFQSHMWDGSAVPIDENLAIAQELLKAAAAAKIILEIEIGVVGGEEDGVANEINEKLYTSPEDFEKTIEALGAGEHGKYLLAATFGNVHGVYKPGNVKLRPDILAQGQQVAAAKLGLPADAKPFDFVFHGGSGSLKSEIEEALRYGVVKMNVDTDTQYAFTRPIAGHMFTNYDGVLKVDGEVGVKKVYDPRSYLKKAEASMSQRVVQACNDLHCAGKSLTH
# Mtb BioA inh: blocks M. tuberculosis BioA enzyme activity; purified M. tuberculosis BioA enzyme, plate reader; inhibition, % at 9.99 µM; 360,000 compounds, 0.096% hits; AID 602481; in the data active = inhibition above about 40%
# An asterisk follows results filed as active; & = joins results of further samples. The list is partial; the hit share may differ from the screen's.
# Second line of a record: Mtb FBA inh, Mtb BioA inh
1	CCC(c1nnnn1-c1ccc2c(c1)OCCO2)N1CCC(n2c(=O)[nH]c3ccccc32)CC1 (configuration not stated)
    -4, 0.7
2	CC1=C(C(=O)N(C(C)C)C(C)C)CC(CC(=O)NCCCN(C)C)C(=O)N1Cc1ccccc1 (configuration not stated)
    -1, -2.3
3	Cn1ccc2c(N(Cc3ccccc3)Cc3ccccc3)cc3c(c21)C1CCC3O1 (configuration not stated)
    11, -1.8
4	c1ccc(Cc2c(-c3ccco3)nc3c4ccccc4ccn23)cc1
    33*, 0.6
5	O=C1NC(=S)SC1=Cc1ccccc1C(=O)O
    -4, -2.2
6	Cc1ccc(Cc2c(C3CCCCC3)nc3ccc(C)cn23)cc1
    13, -1.1
7	Cc1ccc(S(=O)(=O)N2C[C@H]3C(=O)C[C@@H](c4ccc(Cl)cc4)N(S(=O)(=O)c4ccc(C)cc4)[C@H]3C[C@H]2c2ccccc2)cc1
    1, -0.6
8	CCOC(=O)C1=C[C@@H](CC)N(S(=O)(=O)c2ccc(C)cc2)[C@H]1c1cccc(Cl)c1
    -2, -0.9
9	CCOC1=C2[C@@H](CN(S(=O)(=O)c3ccc(C)cc3)[C@H]2c2ccc(Cl)cc2)[C@H]2C(=O)N(c3ccccc3)C(=O)[C@H]2C1
    6, 4.9
10	Cc1ccc(S(=O)(=O)N2CC[C@H]3[C@@H](C2)C(=O)C[C@@H](c2ccccc2)N3S(=O)(=O)c2ccc(C)cc2)cc1
    -3, -3.2
11	CCOC(=O)C1=CCN(S(=O)(=O)c2ccccc2)C1c1ccc(Cl)cc1 (configuration not stated)
    -3, 0.5
12	O=C(c1[nH]c(C(F)(F)F)nc1-c1ccccc1)N1CCC(C(O)(c2ccccc2)c2ccccc2)CC1
    0, -0.3
13	COc1cc(C(=O)N2C[C@H]3CON(C)[C@H]3C[C@H]2c2ccc(N3CCCCC3)cc2)cc(OC)c1OC
    -2, -4.4
14	C(=NNc1ccc2ccccc2n1)c1ccccn1
    -4, 0.6
15	Cc1ccc2nc(-c3ccc(C#N)cc3)c(Cc3ccccc3C(F)(F)F)n2c1
    78*, -0.9
16	Clc1cccc(-c2nc3ccc(Br)cn3c2Cc2ccsc2)c1
    0, 2.0
17	O=C(/C=C/[C@H]1O[C@@H](n2cnc3c(NC(=O)c4ccccc4)ncnc32)[C@H](O)[C@@H]1O)NCCc1c[nH]c2ccccc12
    -1, 3.1
18	CC(C)COC(=O)N(C)C[C@H]1OCc2cn(nn2)CCCC(=O)N([C@@H](C)CO)C[C@@H]1C
    2, 0.0&-4.1
19	Cn1c(=O)c2c(-c3ccccc3)n(-c3cc([N+](=O)[O-])ccc3N)cc2n(C)c1=O
    -4, 0.0
20	CC(C)C1C(=O)N(Cc2cn(CCC3OCCO3)nn2)CCS(=O)(=O)N1Cc1ccc(-c2ccccc2Cl)cc1 (configuration not stated)
    -6, -1.2
21	Cc1cccc(C)c1-n1nnnc1C(c1ccccc1)N1CCC2(CC1)C(=O)NCN2c1ccccc1 (configuration not stated)
    0, 0.7
22	OCC[C@@H]1C[C@H](O)[C@@H](O)[C@]2(OCc3ccc(CO)cc32)O1
    1, -2.2
23	CC(C)C[C@@H](CN1CCC[C@@H]1CN1C(=S)NC[C@@H]1Cc1ccc(O)cc1)N1C[C@H](Cc2ccc(O)cc2)N(CC2CCCCCC2)C1=S
    1, -3.0
24	CCCc1nc2c(C)cc(Br)cn2c1Cc1ccc(C)cc1
    2, -3.0
25	CN1OC[C@@H]2CN(Cc3ccc(Cl)cc3)[C@H](c3ccc(-n4ccnc4)cc3)C[C@@H]21
    1, 2.2
26	CCCCNC(=O)C(NC(=O)c1cccnc1)C(=O)c1ccccc1 (configuration not stated)
    4, -1.5
27	CN(C)CCN(Cc1ccccc1)C(=O)c1[nH]c(C(F)(F)F)nc1-c1ccccc1
    -4, 0.6
28	COc1ccc(CN(C)C(=O)[C@H]2O[C@@H](n3ccc(=O)[nH]c3=O)[C@H](O)[C@@H]2O)cc1OC
    1, -2.5
29	CN(c1cccc(F)c1)c1cc2c(c3c1ccn3C)C1CCC2O1 (configuration not stated)
    4, 2.6
30	O=C(NCc1ccc(F)cc1)c1[nH]c(C(F)(F)F)nc1-c1ccccc1
    4, 0.0
31	CCOC(=O)[C@@H]1[C@H]2COc3ccccc3[C@@H]2N2C(=O)N(c3ccc(Br)cc3)C(=O)[C@@]12C
    1, 2.9
32	CN1CCN(C(=O)c2cc3c(c(-c4cccc(C#CC(C)(C)O)c4)n2)[C@H](CCO)N(S(=O)C(C)(C)C)C3)CC1 (some centres not stated)
    1, -1.5
33	CN(CCO)C(=O)c1nc[nH]c1C(=O)N(C)Cc1ccccc1
    1, 0.1
34	O=S1(=O)CC(N2CCN(c3ncccn3)CC2)CN1Cc1ccc(F)cc1 (configuration not stated)
    1, 1.4
35	COc1ccccc1Cc1c(-c2ccc(F)cc2)nc2ccc(Cl)cn12
    2, -3.1
36	O=C(CC[C@H]1O[C@@H](n2ccc(=O)[nH]c2=O)[C@H](O)[C@@H]1O)NCc1ccc2c(c1)OCO2
    0, -0.1
37	CN(C)c1ccc(C=Cc2ccnc3ccccc23)cc1N
    0, 1.5
38	O=S1(=O)CC(N2CCCCC2)CN1CCc1ccccc1 (configuration not stated)
    2, -0.1
39	CN(C)CCN1CCN([C@H]2CS(=O)(=O)N[C@@H]2COCc2ccccc2)CC1
    2, 0.6
40	COc1ccc2c(CN3CCN(c4ccc(Cl)c(Cl)c4)CC3)cc(=O)oc2c1
    3, -1.0
41	C[C@H]1CN([C@@H](C)CO)S(=O)(=O)c2ccc(Br)cc2O[C@@H]1CN(C)S(=O)(=O)c1ccccc1F
    3, -2.4&1.0
42	Cc1cccc(C)c1NC(=O)CN(Cc1ccccc1)Cc1ccccc1
    0, 0.9
43	Cc1cnc(C(=O)N(c2ccc(N3CCOCC3)cc2)C2C(=O)Nc3ccccc3N=C2c2ccc(F)cc2)cn1 (configuration not stated)
    -1, -0.5
44	CCOC(=O)C(c1nc2ccccc2[nH]1)n1c(-c2ccccn2)nc2ccccc21 (configuration not stated)
    0, -2.5
45	Cc1cc2oc(=O)cc(CN3CCCCCCC3)c2cc1Cl
    -1, -2.1
46	O=C(c1[nH]c(C(F)(F)F)nc1-c1ccccc1)N1CCN(Cc2c(F)cccc2Cl)CC1
    -2, 0.2
47	CC(C)(C)Cc1c(C2CCCCC2)nc2ccc(Cl)cn12
    -7, -5.3
48	O=C(/C=C/[C@H]1O[C@@H](n2cnc3c(NC(=O)c4ccccc4)ncnc32)[C@H](O)[C@@H]1O)NC1CCCCC1
    5, 1.9
49	CC(=O)ON=C1C=CC(=C(C#N)c2ccccc2)C=C1
    -2, 2.1
50	Fc1ccc(-c2nc3ccc(Cl)cn3c2Cc2cccc(Cl)c2)cc1
    -4, 0.2
51	O=C(Nc1ccc2c(c1)OCCO2)C(c1cc2ccccc2o1)N1CCN(c2ccc(C(F)(F)F)cn2)CC1 (configuration not stated)
    2, -2.5
52	CC[C@@H]1CCC[C@@H](O)[C@@H](C)C(=O)O[C@H](C)[C@@H](C)C/C=C(C)/C(OC)=C\C(=O)N(C)C([C@@H](C)CC)C(=O)N(C)[C@@H](C(C)C)C(=O)N(C)[C@@H](COC)C(=O)N2CCC[C@H]2C(=O)N(C)[C@@H](C(C)C)C(=O)N2CCC[C@H]2C(=O)O1 (some centres not stated)
    3, -0.5
53	C/C=C/c1cccc(-c2nc(C(=O)NC3CCC3)cc3c2[C@@H](CCO)N(S(=O)C(C)(C)C)C3)c1 (some centres not stated)
    -2, 0.5
54	CC(=O)C1=CCC(c2ccc(C)cc2)N(S(=O)(=O)c2ccc(Cl)cc2)C1 (configuration not stated)
    2, 0.4
55	CS(=O)(=O)c1cc(N2CCOCC2)ccc1CNC[C@H]1O[C@@H](n2cnc3c(=O)[nH]c(N)nc32)[C@H](O)[C@@H]1O
    0, -1.2
56	CSCC[C@@H](CO)NC(=O)[C@H]1O[C@@H](n2ccc(N)nc2=O)[C@H](O)[C@@H]1O
    4, -1.0
57	COc1ccc(CCC(=O)Nc2c(-c3ccc(N(C)C)cc3)[nH][nH]c2=O)cc1
    2, -1.1
58	COc1ccc(-c2nc3c4ccccc4ccn3c2Cc2cccc(Cl)c2)cc1OC
    15, -3.3
59	C[C@@H]1CCCCO[C@@H](CN(C)C(=O)CCCN(C)C)[C@@H](C)CN([C@H](C)CO)C(=O)c2cc(N(C)C)ccc2O1
    -2, 2.8&-2.2&1.9
60	CCCCNC(=O)c1nc(C2CCN(S(=O)(=O)c3ccc(F)c(F)c3)CC2)oc1-c1ccccc1
    -1, -0.4

# Some of the entries above, reformatted:
(10) Cc1ccc(S(=O)(=O)N2CC[C@H]3[C@@H](C2)C(=O)C[C@@H](c2ccccc2)N3S(=O)(=O)c2ccc(C)cc2)cc1
  Mtb FBA inh: -3 | Mtb BioA inh: -3.2

(11) CCOC(=O)C1=CCN(S(=O)(=O)c2ccccc2)C1c1ccc(Cl)cc1 (configuration not stated)
  Mtb FBA inh: -3 | Mtb BioA inh: 0.5

(12) O=C(c1[nH]c(C(F)(F)F)nc1-c1ccccc1)N1CCC(C(O)(c2ccccc2)c2ccccc2)CC1
  Mtb FBA inh: 0 | Mtb BioA inh: -0.3

# Later entries:
# Second line of a record: Mtb FBA inh, Mtb BioA inh
61	N#Cc1ccccc1S(=O)(=O)NC(=O)[C@H]1O[C@@H](n2cnc3c(N)ncnc32)[C@H](O)[C@@H]1O
    2, 0.0
62	Cc1cc(S(=O)(=O)NC(=O)[C@H]2O[C@@H](n3cnc4c(N)ncnc43)[C@H](O)[C@@H]2O)ccc1Br
    2, -8.8
63	O=S1(=O)CC(N2CCN(c3ccccn3)CC2)CN1Cc1ccccc1 (configuration not stated)
    4, 3.3
64	CC1=C(C(=O)N(C(C)C)C(C)C)CC(CC(=O)NCc2ccco2)C(=O)N1CCC1=CCCCC1 (configuration not stated)
    -4, 3.0
65	Cc1cccc(N2CCN(C(=O)c3[nH]c(C(F)(F)F)nc3-c3ccccc3)CC2)c1C
    1, -0.3
66	COc1ccc(-c2nc3c(Cl)cc(C(F)(F)F)cn3c2Cc2ccc(C)cc2)cc1OC
    4, 3.2
67	Brc1ccc(-c2nc3ccc(Br)cn3c2Cc2ccccc2)cc1
    -2, 3.4
68	COc1ccc(-c2nc3ccc(Cl)cn3c2CC(C)(C)C)cc1OC
    4, -1.0
69	CC(C)CC(c1nc2ccccc2[nH]1)n1c(-c2ccccc2Br)nc2ccccc21 (configuration not stated)
    0, 0.8
70	CN(Cc1ccccc1F)c1cc2c(c3c1ccn3C)C1CCC2C1 (configuration not stated)
    2, 2.7
71	COc1ccccc1Cc1c(C(C)(C)C)nc2ccc(C)cn12
    11, -2.7
72	C=C1C(=O)[C@]23C[C@H]1CCC2[C@@]1(C)C(C[C@@H]3O)[C@](C)(C(=O)O)CC[C@@H]1O (some centres not stated)
    0, -2.8
73	COc1ccc(-n2nnnc2C(c2ccnc3ccccc23)N2CCC(n3c(=O)[nH]c4ccccc43)CC2)cc1 (configuration not stated)
    -5, -3.1
74	C=CCCC(=O)N1C[C@H]2CON(C)[C@H]2C[C@H]1c1ccc(-n2ccnc2)cc1
    1, 6.2
75	Nc1ccn([C@@H]2O[C@H](C(=O)N[C@H](COC=O)Cc3ccccc3)[C@@H](O)[C@H]2O)c(=O)n1
    2, -5.2
76	Cc1ccc(S(=O)(=O)N2C[C@H]3C(=O)C[C@@H](c4cccc(C)c4)N(S(=O)(=O)c4ccc(C)cc4)[C@H]3C[C@H]2c2ccccc2)cc1
    -1, -2.7
77	O=C(NCCC1=CCCCC1)c1[nH]c(C(F)(F)F)nc1-c1ccccc1
    4, 2.5
78	COc1ccc(CNC(=O)/C=C/[C@H]2O[C@@H](n3ccc(=O)[nH]c3=O)[C@H](O)[C@@H]2O)cc1
    0, -1.0
79	O=S1(=O)CC(N2CCC(c3ccccc3)CC2)CN1Cc1ccccc1 (configuration not stated)
    0, 6.2
80	CCc1ccc([C@@H]2CC(=O)[C@@H]3CN(S(=O)(=O)c4ccccc4)[C@H](c4ccc(OC)cc4)C[C@@H]3N2S(=O)(=O)c2ccc(C)cc2)cc1
    0, -7.4
81	O=S1(=O)C=C[C@@H](COCc2ccccc2)N1Cc1ccc(Br)cc1
    2, -0.1
82	COc1ccc(C2=Nc3ccccc3NC(=O)C2N(C(=O)c2cc3ccccc3[nH]2)c2ccccc2)cc1 (configuration not stated)
    11, -0.7
83	CCOC(=O)C1=CCN(S(=O)(=O)c2ccc(F)cc2)C1c1ccccc1 (configuration not stated)
    1, -0.2
84	COc1ccc(OC)c(C=C2CCc3ccccc3C2=O)c1
    -2, 0.6
85	O=C1c2ccccc2C(c2nc3ccccc3[nH]2)N1c1ccccn1 (configuration not stated)
    3, 1.9
86	S=C(NCCc1ccccc1)N1Cc2cc(N3CCOCC3)ccc2-n2nncc2C1
    -1, -0.8
87	CN(C)CCN(C)C1CN(CCc2ccccc2)S(=O)(=O)C1 (configuration not stated)
    -2, -1.7
88	FC(F)(F)c1ccccc1Cc1c(C2CCCCC2)nc2ccc(Br)cn12
    -5, 0.3
89	CC1=C(C(=O)N(C)C)CC(CC(=O)NCc2cccc3ccccc23)C(=O)N1Cc1ccc(C(C)(C)C)cc1 (configuration not stated)
    -2, -0.3
90	Cc1cccc(C)c1NC(=O)C1(C)CCC(=O)N1CCCn1ccnc1 (configuration not stated)
    -1, -2.5
91	CCOC1=C2[C@@H](CN(S(=O)(=O)c3ccccc3)[C@H]2c2ccccc2)[C@H]2C(=O)N(c3ccccc3)C(=O)[C@H]2C1
    4, 2.0
92	CN(c1cc2c(c3c1ccn3C)C1CCC2C1)C1CCCCC1 (configuration not stated)
    2, 0.6

# 3 of the compounds above, with one line to a screen.
79) O=S1(=O)CC(N2CCC(c3ccccc3)CC2)CN1Cc1ccccc1 (configuration not stated)
77) O=C(NCCC1=CCCCC1)c1[nH]c(C(F)(F)F)nc1-c1ccccc1
67) Brc1ccc(-c2nc3ccc(Br)cn3c2Cc2ccccc2)cc1

Screen / compound no.	79	77	67
Mtb FBA inh	0	4	-2
Mtb BioA inh	6.2	2.5	3.4

# Bioassay records deposited in PubChem by several laboratories.
